# T cell HTS – T cell immune modulators affecting CD8 T cell-vesicle binding; calls only at 7 µM; actives 0.068% (n = 330,000); 2C CD8+ T cell-vesicle binding, flow cytometry; active compounds read low; AID 2052;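 active = response, share of CD8 T cells binding vesicles, and their 90th percentile fluorescence all below set limits, cut at about 80% in these data, passing the limit was not always enough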
#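 Read-out – percent CD8+ FL2 mean versus row control · System – murine 2C transgenic CD8+ T lymphocytes · Times – 1.5 h cell–vesicle binding at 37 °C, then 20 min icy labelling · Control set – naked vesicles low, QL9 vesicles with vehicle high · Detection – cytometric PE anti-B7-1 and Alexa647 anti-CD8 signals after 1% paraformaldehyde fixation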
# West Nile virus CPE – inhibition of WNV-induced cytopathic effect – cell-based, CPE readout (AID 1621) | West Nile virus-infected cells, CPE inhibition; higher % means a stronger effect | CPE inhibition, % at 10 µM, or IC50 in µM where a hit was titrated | actives 0.02% (n = 290,000); in the data active = a potency from the dose series; note: strong numbers were not always called active
# WT yeast gro inh – growth inhibition of WT yeast, mitochondrial fusion screen | mitochondrial fusion phenotypic screen, WT strain | inhibition, % at 10 µM | actives 2.1% (n = 190,000); in the data active = inhibition above about 58%; tested in S. cerevisiae
# Ins promoter up – MIN6 insulin promoter up-regulation. MIN6 insulin promoter-GFP reporter, high-content imaging; active compounds read high. z-score at 5 µM. actives 0.3% (n = 190,000). AID 1625;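 active = z-score above 3 at 5 µM with at least 500 cells counted in the well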
# b-catenin transl – beta-catenin nuclear translocation modulation | HeLa beta-catenin nuclear translocation, immunofluorescence imaging | nuclear translocation activity, % at 5 µM | actives 0.3% (n = 190,000);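 active = nuclear translocation activity above 50% at 5 µM, with a well cell count of 50 or more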;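 note: per-cell ratio of nuclear to cytoplasmic median beta-catenin stain intensity; plate controls were DMSO negative control for no effect and GSK-3 inhibitor IX positive control for full effect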
#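 Assay system: human HeLa cells, native beta-catenin; doses: 5 µM primary, 0.02–20 µM confirmation; incubation: compound treatment 24 h, 37°C, 5% CO2; technique: fluorescence imaging of beta-catenin antibody stain plus DAPI; measure: % activation, nuclear-to-cytoplasmic median beta-catenin signal ratio per cell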
# Myeloid diff 2 – myeloid differentiation induction; ER-HoxA9 myeloid progenitors, lysozyme-GFP differentiation, flow cytometry; actives 1% (n = 360,000); calls only at 10 µM;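 active = normalized GFP-positive differentiation at or above the plate's own cutoff, the solvent-only control mean plus 3 SD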;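 note: cells exposed to compound for four days before flow analysis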
# Autophagy mod – autophagy modulation, high-content screen; MEF GFP-LC3 puncta imaging; test concentration mostly 10 µM; calls only at 10 µM (by protocol); actives 0.98% (n = 190,000); AID 463193;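 active = percentage of spot-positive cells more than 3 SD above its plate mean, without a fluorescence outlier flag or 80% toxicity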;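 note: spot-positive cell cutoff set from DMSO-treated cells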
# MT stabilizer – stabilizes microtubules in HeLa cells; HeLa tubulin immunostaining HCS, 24 h; share of cells brighter than vehicle mean+2SD; % tubulin-high responders, % at 10 µM; actives 0.83% (n = 200,000);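 active = plate Z-score above 3 for both tubulin-high and condensed-nucleus cell shares, with cell loss under 80%, at 10 µM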;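 note: anti alpha tubulin signal scored within the nucleus-defined area of each cell; some results filed as inactive read as strong as hits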
# Hep lipid drop – modulators of hepatic lipid droplet formation | inhibition, % at 6.5 µM | AML12 mouse hepatocytes, oleate lipid droplets, BODIPY imaging | AID 1656 | actives 0.4% (n = 240,000);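 active = lipid droplet intensity inhibited by at least 50%, with more than 500 cells counted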
#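 Assay system: AML12 mouse liver cells | Compound dosing: One dose, 6.5 µM compound | Read-out basis: Droplet intensity reduction, % inhibition | Measured by: Fluorescence imaging, 20x objective, two fields per well | Schedule: Overnight treatment with compound plus oleate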
# WT yeast gro inh mutant strain – also measured in WT yeast gro inh; calls as there; inhibition, %; mitochondrial fusion phenotypic screen, mutant strain inhibition
# Ins promoter up cell count – second read-out of Ins promoter up, no call of its own (marks repeat the call); cell count; measured here: cytotoxicity, nuclei count;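 total cells summed across four imaged fields per well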
# Hep lipid drop cells 6.5 µM – second read-out of Hep lipid drop, no call of its own (marks repeat the call); cell count; measured here: cell count, cytotoxicity flag;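 cells counted across two imaged fields per well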
# b-catenin transl cell count 5 µM – also measured in b-catenin transl; calls as there; cell count; measured here: cell count, cytotoxicity flag
# T cell HTS vesicle-bound % – further read-out of T cell HTS, marked with its call; double positive events, %; measured here: CD8+ vesicle-bound cell fraction;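 binding gate set so that unloaded-vesicle control wells show 10% double positive cells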
# MT stabilizer Hoechst-high % – also measured in MT stabilizer; calls as there; % Hoechst-high responders; measured here: nuclear condensation Hoechst responders;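 share of cells brighter than vehicle mean plus two SD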
# MT stabilizer cytotoxicity % – also measured in MT stabilizer; calls as there; toxicity, %; measured here: cytotoxicity by cell density;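 0% = mean cell density of plate MIN control wells and 100% = no cells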
# Autophagy mod cell loss 18 h – also measured in Autophagy mod; calls as there; toxicity, %; measured here: cell loss, nuclei count;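 cell loss after 18 h compound exposure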
# Myeloid diff 2 GFP+ MAC1+ % – recorded beside Myeloid diff 2, whose call it bears; GFP+ MAC1+ double positive, %; measured here: differentiation confirmed by MAC1 staining
# * = called active by the depositor; i = inactive; . = not tested or not shown.
SMILES,T cell HTS,T cell HTS vesicle-bound %,West Nile virus CPE,WT yeast gro inh,WT yeast gro inh mutant strain,Ins promoter up,Ins promoter up cell count,b-catenin transl,b-catenin transl cell count 5 µM,Myeloid diff 2,Myeloid diff 2 GFP+ MAC1+ %,Autophagy mod,Autophagy mod cell loss 18 h,MT stabilizer,MT stabilizer Hoechst-high %,MT stabilizer cytotoxicity %,Hep lipid drop,Hep lipid drop cells 6.5 µM
O=C(C1=C[C@@H](c2ccccc2)C[C@@H](OCc2ccc(CO)cc2)O1)N1CCOCC1,i,20,0.0%,8,-1,.,.,-0.6,1084,i,1.1,i,31,2.2,1.1,1.9,9,701
Clc1ccccc1OCCn1cnc2ccccc21,i,17,-0.4%,-6,12,1.3,1276,7.8,938,i,5.3,i,4,6.1,2.8,0.0,-2,839
O=C(C1CCN(C2CCN(Cc3cccc4c3OCO4)CC2)CC1)N1CCOCC1,i,52,-0.4%,5,2,0.92,1379,2.0,1122,i,0.9,i,9,3.6,3.1,4.2,-2,698
Cc1ccc(-c2nc(-c3cccnc3)sc2CC(=O)O)cc1,i,58,0.4%,.,.,-0.46,1009,0.3,1289,i,0.2,.,.,.,.,.,1,773
Fc1ccc(-c2cc(C(F)(F)C(F)F)[nH]n2)cc1,i,44,-0.2%,.,.,.,.,-0.3,1322,i,0.3,.,.,.,.,.,-23,702
COC(=O)CCCC(=O)N1CCOCCN(C(=O)CCCC(=O)OC)CCOCC1,i,22,0.2%,9,21,0.75,1337,-5.9,778,i,1.4,i,-1,2.0,1.0,5.7,.,.
Cc1cc(NC(=O)CSc2nnc(-c3ccncc3)n2N)ccc1Br,i,37,-0.1%,21,3,.,.,.,.,i,0.8,i,17,1.7,2.1,6.3,.,.
Cc1cccc(-c2noc(-c3ccc(F)cc3)n2)c1,i,34,1.0%,9,-1,2,1244,-0.9,1078,i,1.6,i,2,3.2,1.8,4.4,10,747
O=C(COC(=O)c1cc[n+]([O-])cc1)Nc1ccc2c(c1)OCCO2,i,40,-0.1%,-16,-7,0.08,1128,-1.9,991,i,0.3,i,7,1.8,2.1,8.8,.,.
Cc1ccc(S(=O)(=O)n2ccc3c2CCCC3=O)cc1,i,16,1.0%,.,.,.,.,.,.,i,0.3,.,.,.,.,.,6,653
Cc1ccc(Cn2ccsc2=NC(=O)COC(=O)c2ccc(O)cc2O)cc1,i,62,0.1%,.,.,.,.,.,.,i,0.7,.,.,.,.,.,-3,820
COc1ccc(C2c3ccc(O)cc3Oc3ncn(Cc4ccccc4)c(=N)c32)cc1OC (stereo unspecified),i,21,-0.7%,.,.,-0.75,1334,-4.4,1194,i,2.3,.,.,.,.,.,7,747
CCCC1Cc2c(sc3nc(SC)nc(N)c23)CO1 (stereo unspecified),i,34,0.0%,-17,-45,-0.21,1434,-1.2,880,i,0.5,i,45,7.6,3.5,1.1,.,.
Cc1ccc(CNC(=O)CN(C)S(=O)(=O)c2ccc3c(c2)n(C)c(=O)c(=O)n3C)cc1,i,7,0.2%,.,.,.,.,.,.,i,0.6,.,.,.,.,.,6,648
O=C(Nc1ccc(N2CCOCC2)cc1)c1ccc2c(c1)OCO2,i,37,0.0%,2,15,.,.,-1.9,1012,i,0.6,i,2,1.8,1.3,4.7,3,660
Cc1ccc(C(=O)/C=C/c2ccco2)c(O)c1,i,29,-0.7%,1,15,0.57,1408,.,.,i,0.1,i,-3,4.9,2.7,9.3,0,764
CC(C)[C@H](NC(=O)N1CC(=O)Nc2ccccc21)C(=O)N[C@@H](Cc1ccccc1)C(=O)O,i,36,-0.3%,.,.,.,.,.,.,i,0.7,.,.,.,.,.,2,820
Cc1ccc(SCC(=O)NC2CC3CCC(C2)N3C)cc1 (stereo unspecified),i,25,0.2%,.,.,0.73,1569,-1.5,1301,i,0.7,.,.,.,.,.,-11,764
CCN(CC)C(=O)c1cn(CC)c(=O)c2cc(OC)c(OC)cc12,i,20,-0.6%,7,12,-1.2,1177,-0.3,1083,i,0.3,i,-16,2.8,2.3,5.4,3,715
COc1ccc(C2=NN(CN3C(=O)C(=O)c4ccccc43)C(c3ccc(OC)cc3)C2)cc1 (stereo unspecified),i,13,-0.7%,32,5,2,1081,-3.3,489,i,1.0,i,14,3.9,1.1,3.8,-5,704
CCCC1OC23CCCCC2C(C#N)(C(=N)O3)C1(C#N)C#N (stereo unspecified),i,39,-0.4%,2,-2,-0.02,1668,1.5,1415,i,1.5,i,-5,5.4,1.4,0.0,.,.
CCCCSc1nc2c(cc1C#N)CCC2,i,55,0.9%,22,17,0.07,1252,-0.5,1059,i,0.7,i,0,3.5,2.7,7.0,1,715
COC(=O)C(CC(=O)c1ccc(Br)cc1)n1nc(C)cc1C (stereo unspecified),i,26,0.8%,.,.,.,.,.,.,i,0.3,.,.,.,.,.,2,878
Cc1ccc(C(=O)N2CCN(C)CC2)cc1S(=O)(=O)N1CCOCC1,i,10,0.7%,.,.,.,.,.,.,i,1.3,.,.,.,.,.,8,646
CCC(=O)c1ccc(N2CCC(C)CC2)c(F)c1,i,35,0.7%,10,2,-0.57,1499,-1.2,1019,i,0.1,i,-2,3.2,2.1,7.2,0,617

# More records
SMILES,T cell HTS,T cell HTS vesicle-bound %,West Nile virus CPE,WT yeast gro inh,WT yeast gro inh mutant strain,Ins promoter up,Ins promoter up cell count,b-catenin transl,b-catenin transl cell count 5 µM,Myeloid diff 2,Myeloid diff 2 GFP+ MAC1+ %,Autophagy mod,Autophagy mod cell loss 18 h,MT stabilizer,MT stabilizer Hoechst-high %,MT stabilizer cytotoxicity %,Hep lipid drop,Hep lipid drop cells 6.5 µM
Cn1c(N)c(C(=O)COC(=O)C23CC4CC(CC(C4)C2)C3)c(=O)n(C)c1=O,i,60,0.1%,15,28,.,.,-7.2,1104,i,1.2,i,-3,1.4,1.7,7.4,10,791
CC(=O)c1ccc(NC(=O)CN(C)CC(=O)Nc2cccc(F)c2)cc1,i,23,-0.1%,10,9,-1,1247,0.5,1113,i,0.2,i,4,1.3,1.8,6.2,18,762
Cc1nc(Cl)sc1C(=O)Nc1cccc2ccccc12,i,54,0.2%,-12,-14,-0.23,1110,0.1,529,i,0.5,i,-17,1.7,3.2,5.4,-2,690
Cc1cc(=O)[nH]c(=S)n1-c1ccccc1,i,20,2.1%,9,20,.,.,.,.,i,3.4,i,-6,4.0,2.5,2.6,0,720
COc1ccc(NC(=O)Cn2c(C)cc(=O)c3cccc(OC)c32)cc1,i,49,-0.1%,.,.,-1.8,908,-0.3,1173,i,0.3,.,.,.,.,.,.,.
COc1ccc2c(c1OC)C(=O)OC2Nc1ncc(Br)cc1Br (stereo unspecified),i,47,0.4%,-1,-3,-0.3,891,.,.,i,0.6,i,-5,2.0,1.2,7.6,0,810
Cc1c(Cl)cnc(NC(=O)COC(=O)CCC(=O)c2cccs2)c1Cl,.,.,0.2%,13,7,0.58,1586,1.7,1028,i,0.2,i,3,8.6,1.8,3.0,-24,612
COc1ccccc1/C=C/C(=O)NCC(=O)N/N=C/c1ccc(C(=O)O)cc1,i,52,-0.3%,.,.,.,.,.,.,i,0.2,.,.,.,.,.,-1,784
Cc1nc(N2CCN(c3ccccn3)CC2)c2c(C)c(C(=O)N3CCN(c4cccc(Cl)c4)CC3)sc2n1,i,48,0.4%,.,.,.,.,.,.,i,8.8,.,.,.,.,.,-23,788
COCCCNC(=O)c1cn(CCOC)c(=O)c2c1c1ccccc1n2C,i,19,-0.4%,.,.,.,.,.,.,i,0.9,.,.,.,.,.,-20,789
Brc1ccc(-c2noc(CCc3ccccc3)n2)o1,i,32,-0.1%,6,2,-0.57,912,-1.8,1192,i,1.2,i,-38,2.9,2.8,9.4,.,.
CCCn1c(SCC(=O)Nc2ccc(OCC)cc2)nnc1C(C)C,i,45,-0.4%,4,10,0.56,1132,-1.9,1137,i,0.5,i,1,2.6,1.6,3.4,-14,718
CCOC(=O)C(=CNc1ccc(S(N)(=O)=O)cc1)C(=O)OCC,i,27,0.2%,.,.,.,.,2.2,1481,i,0.4,.,.,.,.,.,12,712
O=C(CC1C(=O)NCCN1Cc1cccc(Oc2ccccc2)c1)NCc1cccnc1 (stereo unspecified),i,64,-0.3%,14,-7,-0.49,1510,0.1,886,i,0.3,i,1,1.5,1.2,4.3,10,723
O=C(Cc1ccc(S(=O)(=O)N2CCOCC2)s1)Nc1ccccc1N1CCCC1,i,26,-0.9%,.,.,.,.,.,.,i,4.4,.,.,.,.,.,-8,812
CSc1ccccc1C(=O)C1CCCN(C(=O)c2csnn2)C1 (stereo unspecified),i,36,-0.3%,-2,-5,.,.,0.1,883,i,0.2,i,17,2.1,2.1,5.9,-4,681
COc1cc2c(cc1OC)CN(C(=O)CCOc1ccccc1)CC2,i,19,-0.9%,.,.,.,.,.,.,i,0.6,.,.,.,.,.,-8,793

# Some of the entries so far, as labelled records.
CC(=O)c1ccc(NC(=O)CN(C)CC(=O)Nc2cccc(F)c2)cc1
- T cell HTS: i
- T cell HTS vesicle-bound %: 23
- West Nile virus CPE: -0.1%
- WT yeast gro inh: 10
- WT yeast gro inh mutant strain: 9
- Ins promoter up: -1
- Ins promoter up cell count: 1247
- b-catenin transl: 0.5
- b-catenin transl cell count 5 µM: 1113
- Myeloid diff 2: i
- Myeloid diff 2 GFP+ MAC1+ %: 0.2
- Autophagy mod: i
- Autophagy mod cell loss 18 h: 4
- MT stabilizer: 1.3
- MT stabilizer Hoechst-high %: 1.8
- MT stabilizer cytotoxicity %: 6.2
- Hep lipid drop: 18
- Hep lipid drop cells 6.5 µM: 762

COCCCNC(=O)c1cn(CCOC)c(=O)c2c1c1ccccc1n2C
- T cell HTS: i
- T cell HTS vesicle-bound %: 19
- West Nile virus CPE: -0.4%
- WT yeast gro inh: .
- WT yeast gro inh mutant strain: .
- Ins promoter up: .
- Ins promoter up cell count: .
- b-catenin transl: .
- b-catenin transl cell count 5 µM: .
- Myeloid diff 2: i
- Myeloid diff 2 GFP+ MAC1+ %: 0.9
- Autophagy mod: .
- Autophagy mod cell loss 18 h: .
- MT stabilizer: .
- MT stabilizer Hoechst-high %: .
- MT stabilizer cytotoxicity %: .
- Hep lipid drop: -20
- Hep lipid drop cells 6.5 µM: 789

# From PubChem BioAssay
